CHO parental Ca: counter-screen: ATP calcium response change in parental CHO cells; 330,000 compounds, 0.63% hits; AID 463079; parental CHO-K1, ATP-induced calcium, Fluo-8 fluorescence; inhibition, % at 5.6 µM;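 active = inhibition above that plate's mean sample inhibition plus 3 SD, cut at about 26% in these data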;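 note: 0% = ATP-challenged DMSO wells and 100% = DMSO wells without ATP; some compounds past the cut are filed as inactive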
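Measured by: calcium-sensitive Fluo-8 fluorescence / Test system: CHO parental line / Controls: ATP-challenged DMSO wells low, unchallenged DMSO wells high / Measure: % inhibition / Compound: single nominal dose of 5.6 µM per compound / Replicates: single well per compound, no replicates / Reagent: ATP as calcium-mobilizing challenge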
CHRM1 agonist: human M1 muscarinic receptor agonism | CHO-K1 hM1, Fluo-8 calcium fluorescence, agonist mode; 0% DMSO, 100% acetylcholine EC100 | activation, % at 3 µM | P11229 | 360,000 compounds, 0.33% hits | AID 588814;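 active = activation above the run's mean compound activation plus 3 SD, cut at about 16% in these data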;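 note: peak over basal fluorescence ratio within a 140 s kinetic read after compound addition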
M1 antag: blocks human M1 muscarinic receptor; P11229; CHO-K1 hM1, Fluo-8 calcium fluorescence, ACh EC80 antagonist; inhibition, % at 3 µM; 360,000 compounds, 1.3% hits; AID 588852;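 active = percent inhibition above its own plate's cutoff, namely the mean of that plate's compound wells plus 3 SD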;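 note: peak over basal fluorescence ratio during 140 s after agonist addition; 0% = ACh EC80 plus DMSO and 100% = DMSO alone without agonist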
M1 ag parental: M1 agonist counterscreen hit in parental CHO-K1 cells | Fluo-8 calcium fluorescence; scaled to maximal ATP response, vehicle zero | activation, % at 3 µM | 360,000 compounds, 0.48% hits | AID 602248; in the data active = activation above about 15%;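 note: untransfected CHO-K1 host cells lacking M1 receptor as counterscreen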
CHO-K1 Ca PAM: M1 PAM counterscreen hit in parental CHO-K1 cells; ATP EC20, Fluo-8 calcium fluorescence; 0% at ATP EC20, 100% at ATP max; activation, % at 3 µM; 360,000 compounds, 0.02% hits; AID 602247;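 active = activation above the run cutoff, the mean activation of all test compounds plus 3 SD, cut at about 40% in these data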;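 note: peak over basal fluorescence ratio in a 140 s read after ATP addition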
CHO-K1 Ca antag: nonselective inhibitor or artifact in parental CHO-K1 cells | ATP-induced calcium, Fluo-8 fluorescence | inhibition, % at 3 µM | 360,000 compounds, 0.6% hits;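 active = inhibition above a per-plate cutoff, the plate's mean sample inhibition plus 3 SD, cut at about 24% in these data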;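 note: 0% = DMSO plus EC80 ATP and 100% = DMSO alone without ATP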
OXTR potentiator: potentiates the human oxytocin receptor response; CHO-OTR cells, Fluo-8 calcium fluorescence, potentiator mode; 0% = oxytocin EC15, 100% = EC100; activation, % at 3 µM; AID 2445; 320,000 compounds, 0.061% hits; P30559;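 active = activation above that plate's cutoff, the mean activation of tested compounds plus 3 SD, cut at about 6.6% in these data, passing the limit was not always enough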;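 note: 100% uses oxytocin at 75 nM as the full agonist control; some results filed as inactive read as strong as hits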
Target sequence (P30559 whole entry, looked up): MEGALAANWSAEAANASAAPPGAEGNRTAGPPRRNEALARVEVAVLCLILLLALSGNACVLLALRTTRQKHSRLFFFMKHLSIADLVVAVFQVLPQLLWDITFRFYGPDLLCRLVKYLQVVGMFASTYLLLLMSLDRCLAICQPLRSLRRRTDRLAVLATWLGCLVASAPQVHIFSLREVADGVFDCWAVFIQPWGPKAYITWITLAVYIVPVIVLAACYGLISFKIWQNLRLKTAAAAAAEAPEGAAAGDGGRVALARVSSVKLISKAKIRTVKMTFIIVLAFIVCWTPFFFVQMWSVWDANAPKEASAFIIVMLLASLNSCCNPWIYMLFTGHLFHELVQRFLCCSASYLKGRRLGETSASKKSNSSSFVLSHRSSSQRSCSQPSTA
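Assay system: CHO cell line stably expressing human OTR. Reagent: EC15 oxytocin agonist. Dosing: single dose, 3.0 µM nominal final compound concentration. Timing: compound 6 min at room temperature before oxytocin, 100 s read. Signal: kinetic Fluo-8 calcium fluorescence. Controls: oxytocin EC15 low and EC100 high.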
TAAR1 ag: agonists of human TAAR1; Q96RJ0; CHO RD-HGA16 TAAR1, Fluo-8 calcium fluorescence; vehicle wells 0%, saturating PEA agonist 100%; activation, % at 3 µM; 360,000 compounds, 0.99% hits; AID 624467;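 active = activation above the mean activation of all test compounds in the run plus 3 SD, cut at about 38% in these data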
Target sequence (Q96RJ0 whole entry, looked up): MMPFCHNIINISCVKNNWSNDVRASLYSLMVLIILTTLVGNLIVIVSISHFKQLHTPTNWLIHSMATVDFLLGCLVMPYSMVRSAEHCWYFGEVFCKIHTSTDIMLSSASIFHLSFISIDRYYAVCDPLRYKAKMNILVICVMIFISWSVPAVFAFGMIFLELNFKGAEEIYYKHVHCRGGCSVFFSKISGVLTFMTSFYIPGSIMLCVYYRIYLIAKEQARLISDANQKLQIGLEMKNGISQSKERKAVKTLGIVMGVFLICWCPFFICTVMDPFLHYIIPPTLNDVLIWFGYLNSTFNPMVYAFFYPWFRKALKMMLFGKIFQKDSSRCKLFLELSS
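Repeats: no replicates (n 1) | Material: CHO-derived RD-HGA16 cells with stable Gα16 and human TAAR1 | Technique: Kinetic Fluo-8 calcium fluorescence | Schedule: 17-24 h seeding, 75 min 37 °C dye, 30 min RT | Evaluation: % activation from peak over basal fluorescence ratio, DMSO-to-PEA scaled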
TAAR1 antagonist: human TAAR1 antagonism; Q96RJ0; CHO RD-HGA16 TAAR1, Fluo-8 calcium fluorescence, antagonist; inhibition, % at 3 µM; 360,000 compounds, 1.5% hits; AID 624466;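 active = inhibition above a per-plate cutoff, the mean inhibition of test compounds on that plate plus 3 SD, cut at about 49% in these data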;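 note: 0% = DMSO plus EC80 beta-PEA response and 100% = DMSO alone without agonist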
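Test system – hTAAR1-expressing CHO RD-HGA16 cells, Gα16-coupled · Also added – β-PEA at EC80 concentration, post-compound challenge · Compound – 3 µM, single point · Incubation – dye loading 75 min at 37 °C, then 30 min room temperature · Measured by – Fluo-8 intracellular calcium dye fluorescence, real-time kinetic reads · Benchmarks – vehicle and agonist controls · Replicates – singlicate, one well per test compound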
* hit, by the source's call; x = no result given. This is a random part of the collection; 4.2% or so of the library scored in one or more.

SMILES	CHO parental Ca	CHRM1 agonist	M1 antag	M1 ag parental	CHO-K1 Ca PAM	CHO-K1 Ca antag	OXTR potentiator	TAAR1 ag	TAAR1 antagonist
OCCOCCNc1ncnc2nc[nH]c12	13	-3	-8	0.5	17	-5	0	1	-6
O=C(Cc1ccc(-n2c(=O)c3ccccc3n(Cc3cccc([N+](=O)[O-])c3)c2=O)cc1)NCC1CCCO1 (stereo not drawn)	-16	x	x	x	x	x	-5	0	6
CN(C)CCn1c(=O)n(C2CCCCC2)c(=O)c2c3c(sc21)CCCCC3	-13	0	-8	-0.1	-10	3	4	2	-11
NNC(=O)c1ccc(-c2ccccc2F)cc1	-15	-2	-11	0.6	1	-1	-9	0	14
CCCCC(C(=O)O)C(C)CC(=O)Nc1cccc(C(=O)O)c1 (stereo not drawn)	-3	-2	7	0.2	4	-3	-5	10	-12
O=C(c1ccco1)N1CCN(Cc2nc3cc(Cl)ccc3c(=O)[nH]2)CC1	13	-4	-8	0.3	9	-4	-17	2	-4
Cc1ccc(C)c(N(CC(=O)NC(C)(C)C)C(=O)CCC(=O)Nc2nccs2)c1	-20	3	-18	-0.2	14	-3	-10	2	-17
Cc1csc2nc(O)c(C(=O)NCCC3=CCCCC3)c(=O)n12	5	0	-5	2.1	9	-3	2	12	-15
COc1cccc(-n2nc(C(=O)N3CC(C)CC(C)C3)c3ccccc3c2=O)c1 (stereo not drawn)	-27	-7	-12	0.7	-3	-11	2	6	-6
O=C(c1ccccc1)N1CCC(CC2CC(c3cccc(Br)c3)=NO2)(C(=O)NCC2CCCCC2)CC1 (stereo not drawn)	-34	-3	-11	0.3	6	-3	-6	x	x
COc1ccccc1CNC(=O)C1CC(c2ccccc2C(F)(F)F)=NO1 (stereo not drawn)	-16	-2	-3	-0.2	-14	2	-6	5	3
O=C(/C=C/c1ccco1)N(Cc1ccc(Cl)cc1)C1CCS(=O)(=O)C1 (stereo not drawn)	-23	-2	-5	0.8	-6	-4	0	-1	-19
Cc1ccc(S(=O)(=O)N2CCC(C(=O)OCC(=O)NCc3cccc(Cl)c3)CC2)cc1C	-13	-4	19	1.4	3	-19	-12	5	19
COc1ccc2c(=O)c(-c3ccccc3)coc2c1	-20	-7	-4	-0.1	-3	-6	0	1	-27
CNC(=S)N1N=C(c2ccc(Br)cc2)CC1c1ccc(Br)cc1 (stereo not drawn)	-28	-4	-2	1.0	12	-6	-6	1	-11
Cc1cccc(CSC2=NCCN2C(=O)C2CC2)c1	-11	-4	-8	0.7	19	-15	-13	10	-8
CC1=C(C(=O)OCC(C)C)C(c2cc3c(cc2Br)OCO3)NC(=O)N1C (stereo not drawn)	-16	-4	-8	0.2	22	-8	1	18	-28
Fc1ccc(OCc2nnc(-c3ccccc3Br)o2)c(Cl)c1	-27	-8	-2	0.9	17	-18	8	-2	18
COc1ccccc1Cn1c(=S)[nH]c2cc(C(=O)NCCN(C)C)ccc2c1=O	-15	-10	-4	0.0	-6	4	-17	-1	-5
Nc1ccc(C(=O)O)cc1S(=O)(=O)O	-7	-2	22	-0.1	9	-10	-3	2	-2
O=C1c2cnc3ncnn3c2CC2c3ccccc3CCN12 (stereo not drawn)	-14	-5	8	0.0	2	0	-2	4	-2
Cc1c(Cl)cccc1-n1cnc(=O)c2ccccc21	-10	-2	-8	6.6	23	-17	-8	0	-17
CN(C)CCCNc1c2c(nc3cc(-c4cccc(F)c4)nn13)CCC2	-7	-11	3	2.6	4	-1	4	1	-11
Nc1nnc(SCc2coc(-c3ccc(Cl)cc3)n2)s1	8	0	-12	2.6	10	-7	-15	9	14
O=C(Nc1ccccc1C(=O)N1CCCCCC1)c1ccc(F)cc1	-20	-2	-7	0.1	-7	2	-6	12	-44
COc1ccccc1NC(=O)CCn1c(=S)oc2ccccc21	-10	-2	-14	0.3	21	-7	-10	0	-5
c1ccc2c(c1)NCCS2	-3	-6	-3	0.4	11	-10	-9	5	-6
COc1ccc(CCNC(=O)COc2cccc(-n3cnnn3)c2)cc1	x	-2	-2	1.0	-24	3	x	2	1
Cc1cc(=O)n2c(n1)NC(=NCc1ccccc1)NC2c1ccccc1 (stereo not drawn)	-12	-6	0	-0.4	8	-7	-4	1	-36
CS(=O)(=O)N1CCCC(C(=O)NCCc2ccc(Cl)cc2)C1 (stereo not drawn)	3	2	3	-0.2	1	-8	1	-2	-29
COC(=O)C1=C(C)N(CCc2ccccc2)C(=O)C1	-12	-4	-4	1.3	8	-3	-5	29	3
O=C(NCc1cccnc1)c1cccc(-c2cc3ccccc3oc2=O)c1	-11	-9	-12	7.0	21	0	-7	4	-5
O=C(N1CCOCC1)N1[C@H](COCc2ccccc2)C=CS1(=O)=O	x	11	-14	0.9	12	10	x	5	-13
O=C(COc1cccnc1[N+](=O)[O-])Nc1c(Cl)cccc1Cl	-11	-2	-7	0.5	19	-8	-5	1	-13
Cc1ccc(NC(=S)N2CCN(C(=O)C3CCCO3)CC2)c(C)c1 (stereo not drawn)	3	-3	6	0.4	-2	12	-2	3	3
COc1ccc(NC(=O)c2cccnc2)c([N+](=O)[O-])c1	-1	-6	1	0.1	0	-17	-9	4	-21
CC(=O)N1CCc2cc(S(=O)(=O)NCCN3CCC(C)CC3)ccc21	-14	-5	-21	0.0	11	-5	4	10	-3
O=C(NCCc1ccc(C(F)(F)F)cc1)c1ccc2c(c1)OCO2	40*	1	1	2.7	2	-14	-5	2	-2
CCOc1ccc(S(=O)(=O)N(CC)CC(=O)N2CCOCC2)cc1C	-10	-7	-16	-0.1	8	-8	1	-2	-23
O=C(c1ccccc1F)N1CCC2CC1c1cc(-c3ccc4c(c3)OCO4)ccc12 (stereo not drawn)	x	-1	16	1.5	-4	12	x	0	3
COc1cc(NC(=O)[C@H]2O[C@@H](n3ccc(N)nc3=O)[C@H](O)[C@@H]2O)cc(OC)c1OC	x	-1	-11	0.1	-6	-9	x	7	-12
Cc1ccc2nc(C(Cl)(Cl)Cl)nc(N/N=C/c3ccncc3)c2c1	-11	-6	-8	1.4	14	-10	-1	4	-12
COc1cc(C2c3c(oc4c(C)cc(C)cc4c3=O)C(=O)N2Cc2cccnc2)ccc1O (stereo not drawn)	-8	-3	10	0.0	-2	1	-13	8	-6
NS(=O)(=O)c1ccc(CCNC(=O)c2cccc(OC(F)F)c2)cc1	-10	-3	-8	0.6	5	-7	-1	1	-3
Cc1cc(OCC(=O)NCc2ccccn2)c2c(C)c(Cc3ccccc3)c(=O)oc2c1	-4	-3	7	0.3	-2	-18	-6	8	7
CCOC(=O)C1(CCOc2ccccc2)CCN(Cc2cc(OC)c3c(c2)OCO3)CC1	-15	-4	13	8.6	10	-4	-7	2	14
O=C(Nc1ccnc(-c2cccnc2)n1)c1cccc(Cl)c1Cl	-9	-5	-5	1.7	-1	-2	-4	20	13
O=C(CCC(=O)OCc1ccc([N+](=O)[O-])cc1Cl)Nc1ccccc1	2	-3	-5	1.0	6	-6	-9	0	-5
COc1ccc(Cn2c(=S)[nH]c3ccccc3c2=O)cc1	2	-7	15	3.6	14	-15	-9	5	9
Cc1cccn2c(=O)c(/C=C(\C#N)S(=O)(=O)c3ccccc3)c(N3CCCCC3)nc12	-16	-3	-3	0.4	16	-4	-13	6	-12

Later entries
SMILES	CHO parental Ca	CHRM1 agonist	M1 antag	M1 ag parental	CHO-K1 Ca PAM	CHO-K1 Ca antag	OXTR potentiator	TAAR1 ag	TAAR1 antagonist
CCCCNC(=O)c1ccc2c(OCC)n(CCCC)nc2c1	-17	-4	12	-0.7	-5	-4	-2	-1	-1
CN(C)/C=N/c1c(C(=O)NCc2ccccc2)nnn1Cc1ccccc1	-18	-6	-10	0.6	22	-9	1	0	7
O=C(NCCCO)C(=O)NCC1OCCCN1S(=O)(=O)c1cccs1 (stereo not drawn)	5	0	-7	0.4	-17	-5	-7	0	0
COC(=O)c1ccc(-n2nnnc2SCC(=O)Nc2ccccc2F)cc1	8	0	-2	1.9	-7	4	-8	1	-7
CCOc1ccccc1N(CC(=O)N/N=C(\C)c1cccc(Br)c1)S(C)(=O)=O	-29	-6	-4	0.6	6	-12	-9	3	-4
CCOc1ccc(CCNC(=O)COC(=O)/C=C/c2ccc(OCC#N)c(OC)c2)cc1OCC	-14	-8	0	0.3	4	-4	-5	1	2
Cc1cccc(CN(C)C[C@H]2OCc3cnnn3CCCC(=O)N([C@@H](C)CO)C[C@@H]2C)c1	x	-5	-6	1.4	17	-2	x	1	16
O=C(Cn1cnc(Cl)c1Cl)c1ccc(F)cc1	-2	-3	-6	2.3	14	0	-7	3	-8
CCOC(=O)C1CCN(C(=O)c2cc(S(=O)(=O)N3CCc4ccccc43)ccc2OC)CC1	-27	-3	-6	1.4	24	-6	3	0	4
CC(C)c1cc(C(F)(F)F)n2nc(C(=O)Nc3ccc4c(c3)OCO4)cc2n1	-20	-2	-12	0.3	14	-14	-8	1	-2
COc1ccc(C2(C)NC(=O)N(CC(=O)NC3(C#N)CCCCC3)C2=O)cc1 (stereo not drawn)	0	-1	-8	0.1	-18	-7	-7	2	7
Cc1cc(C)cc(NCc2ccncc2)c1	-12	-5	-11	2.1	4	-13	-9	-2	0
COc1ccccc1NC(=S)N(Cc1ccccn1)Cc1ccccc1Cl	-13	-5	-15	6.7	5	36*	-3	-2	-18
O=c1[nH]c(N2CCN(Cc3ccc4c(c3)OCO4)CC2)nc2c1CCCC2	-15	-9	6	-0.9	-2	7	0	-2	-4

From PubChem
